Assay outcomes as filed in PubChem.
TAAR1 ag: human TAAR1 agonism; Q96RJ0; CHO RD-HGA16 TAAR1, Fluo-8 calcium fluorescence; vehicle wells 0%, saturating PEA agonist 100%; activation, % at 3 µM; 0.99% of 360,000 active; AID 624467;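 active = activation above the mean activation of all test compounds in the run plus 3 SD, cut at about 38% in these data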
Target sequence (Q96RJ0 whole entry, looked up): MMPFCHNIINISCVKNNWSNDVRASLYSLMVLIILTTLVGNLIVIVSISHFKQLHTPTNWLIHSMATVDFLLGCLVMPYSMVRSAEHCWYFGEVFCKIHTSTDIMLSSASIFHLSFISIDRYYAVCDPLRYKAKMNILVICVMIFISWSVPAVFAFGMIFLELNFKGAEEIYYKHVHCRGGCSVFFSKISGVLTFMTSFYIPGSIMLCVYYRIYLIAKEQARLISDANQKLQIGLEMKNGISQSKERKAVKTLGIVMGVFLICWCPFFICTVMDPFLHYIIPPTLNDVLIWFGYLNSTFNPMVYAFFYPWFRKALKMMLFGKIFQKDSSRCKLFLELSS
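Repeats: no replicates (n 1) | Material: CHO-derived RD-HGA16 cells with stable Gα16 and human TAAR1 | Technique: Kinetic Fluo-8 calcium fluorescence | Schedule: 17-24 h seeding, 75 min 37 °C dye, 30 min RT | Evaluation: % activation from peak over basal fluorescence ratio, DMSO-to-PEA scaled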
M1 PAM parental: nonselective activator or artifact in parental CHO-K1 calcium assay | activation, % at 3 µM | 0.02% of 360,000 active | ATP EC20, Fluo-8 calcium fluorescence; 0% at ATP EC20, 100% at ATP max;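 active = activation above the run cutoff, the mean activation of all test compounds plus 3 SD, cut at about 40% in these data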;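 also: peak over basal fluorescence ratio in a 140 s read after ATP addition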
M1 antag: antagonists of human M1 muscarinic receptor | P11229 | CHO-K1 hM1, Fluo-8 calcium fluorescence, ACh EC80 antagonist | inhibition, % at 3 µM | 1.3% of 360,000 active;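 active = percent inhibition above its own plate's cutoff, namely the mean of that plate's compound wells plus 3 SD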;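 also: peak over basal fluorescence ratio during 140 s after agonist addition; 0% = ACh EC80 plus DMSO and 100% = DMSO alone without agonist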
Target sequence (P11229 whole entry, looked up): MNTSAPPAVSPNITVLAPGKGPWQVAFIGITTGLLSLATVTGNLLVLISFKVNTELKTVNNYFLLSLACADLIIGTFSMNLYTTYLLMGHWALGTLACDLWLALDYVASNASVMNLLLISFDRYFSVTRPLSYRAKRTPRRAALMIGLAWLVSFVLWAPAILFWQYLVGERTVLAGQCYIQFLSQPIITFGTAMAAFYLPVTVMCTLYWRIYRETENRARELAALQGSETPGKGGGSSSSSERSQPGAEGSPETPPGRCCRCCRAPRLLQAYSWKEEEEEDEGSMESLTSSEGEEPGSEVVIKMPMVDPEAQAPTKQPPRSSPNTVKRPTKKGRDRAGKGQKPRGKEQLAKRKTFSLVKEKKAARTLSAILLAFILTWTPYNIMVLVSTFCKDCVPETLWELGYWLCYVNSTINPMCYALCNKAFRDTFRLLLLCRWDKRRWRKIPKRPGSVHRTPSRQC
M1 ag: activates human CHRM1 receptor. activation, % at 3 µM. CHO-K1 hM1, Fluo-8 calcium fluorescence, agonist mode; 0% DMSO, 100% acetylcholine EC100. P11229. 0.33% of 360,000 active. AID 588814;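 active = activation above the run's mean compound activation plus 3 SD, cut at about 16% in these data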;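 also: peak over basal fluorescence ratio within a 140 s kinetic read after compound addition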
CHO-K1 Ca ag: nonselective activator or artifact in parental CHO-K1 cells. Fluo-8 calcium fluorescence; scaled to maximal ATP response, vehicle zero. activation, % at 3 µM. 0.48% of 360,000 active; in the data active = activation above about 15%;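 also: untransfected CHO-K1 host cells lacking M1 receptor as counterscreen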
TAAR1 antag: antagonists of human TAAR1 | AID 624466 | inhibition, % at 3 µM | CHO RD-HGA16 TAAR1, Fluo-8 calcium fluorescence, antagonist | 1.5% of 360,000 active | Q96RJ0;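 active = inhibition above a per-plate cutoff, the mean inhibition of test compounds on that plate plus 3 SD, cut at about 49% in these data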;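 also: 0% = DMSO plus EC80 beta-PEA response and 100% = DMSO alone without agonist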
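Material: CHO RD-HGA16 cells bearing hTAAR1; compound dosing: one-point dosing, 3 µM nominal final; schedule: dye loading 75 min at 37 °C, then 30 min room temperature; measured by: calcium fluorescence with Fluo-8; control set: vehicle and agonist controls; replication: n of 1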
CHO-K1 Ca antag: counter-screen for M1 antagonists: effect in parental CHO-K1 cells; inhibition, % at 3 µM; ATP-induced calcium, Fluo-8 fluorescence; 0.6% of 360,000 active;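 active = inhibition above a per-plate cutoff, the plate's mean sample inhibition plus 3 SD, cut at about 24% in these data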;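 also: 0% = DMSO plus EC80 ATP and 100% = DMSO alone without ATP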
M1 PAM: positive allosteric modulators of human M1 muscarinic receptor; P11229; CHO-K1 hM1, Fluo-8 calcium fluorescence, ACh EC20; 0% = ACh EC20, 100% = maximal ACh; activation, % at 3 µM; 0.088% of 360,000 active; AID 588819; in the data active = activation above about 19%, passing the limit was not always enough
CHO parental Ca: signal in parental CHO cells, OX1R antagonist counter-screen. parental CHO-K1, ATP-induced calcium, Fluo-8 fluorescence. AID 463079. 0.63% of 330,000 active. inhibition, % at 5.6 µM;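 active = inhibition above that plate's mean sample inhibition plus 3 SD, cut at about 26% in these data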;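 also: 0% = ATP-challenged DMSO wells and 100% = DMSO wells without ATP; some compounds past the cut are filed as inactive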
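Assay system – parental CHO cells · Reagent – ATP stimulus · Detection – intracellular calcium via Fluo-8 no-wash fluorescent dye · Evaluation – percent inhibition of ATP-evoked calcium rise, normalized to controls · Controls – ATP wells versus no-ATP DMSO wells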
* marks the source's active call; other numbers are inactive results; / = no result given.

cpd	Molecule	TAAR1 ag	M1 PAM parental	M1 antag	M1 ag	CHO-K1 Ca ag	TAAR1 antag	CHO-K1 Ca antag	M1 PAM	CHO parental Ca
1	O=C(COC(=O)CNS(=O)(=O)c1ccc(Br)cc1Cl)NCCc1ccccc1	4	12	-8	-2	2.8	-20	-16	2	-6
2	CCC1C(=O)N=C(SCC(=O)NC2CCCCC2)NC1=O (stereo unspecified)	0	7	-5	-4	0.3	6	-1	6	-2
3	O=C(Nc1ccc2c(c1)OCCO2)C1CCCN(S(=O)(=O)c2cnc[nH]2)C1 (stereo unspecified)	0	9	-7	0	-0.1	-5	6	4	-11
4	CN(CC(=O)Nc1ccc(N2CCOCC2)cc1)C(=O)CCCOc1ccc(Cl)cc1Cl	13	-18	-8	2	5.4	41	-2	-4	-16
5	CCc1nc(OCCN(C)C)c2oc3ccccc3c2n1	3	-9	10	-4	-0.1	16	23	1	-13
6	Clc1ccc(-c2csc3ncnc(Cl)c23)cc1	-2	17	-2	-7	0.5	28	-8	1	-24
7	Cc1sc(NC(=O)C2CCCCC2C(=O)O)c(C(N)=O)c1C (stereo unspecified)	2	19	-4	-4	0.0	-1	-9	1	-7
8	CCOc1ccc2noc3c2c1C(=O)c1ccccc1-3	69*	19	6	22*	13	43	2	0	28
9	CCOc1cccc(CN2CCC(Oc3ccc(C(=O)N4CCCC4)cc3)CC2)c1	0	3	49*	-5	1.1	-22	-11	-23	-11
10	O=c1[nH]cnc(O)c1C(c1cccc([N+](=O)[O-])c1)c1c(O)nc[nH]c1=O	0	6	-7	-2	0.2	1	-3	6	-5
11	O=C(NC1CCCC1)C(c1ccncc1)N(Cc1ccco1)C(=O)c1ccc(-c2ccccc2)[nH]1 (stereo unspecified)	4	-2	-2	-1	0.2	-9	-10	4	-28
12	O=C(Nc1ccnn1C1CCN(Cc2ccc(F)cc2)CC1)C1CC1	0	8	-13	-4	0.0	-17	2	10	/
13	Nc1ncn([C@H]2C[C@H](O)[C@@H](CO)O2)c(=O)n1	1	-1	-14	-2	-0.1	-3	8	0	-1
14	CCCc1nnc2n1N=C(c1ccc([N+](=O)[O-])cc1)CS2	6	7	-13	3	0.1	-29	-17	4	10
15	O=C(c1cccc(F)c1)N1CCc2ccccc21	-2	5	-23	-6	-1.2	-26	-17	-2	-12
16	COC(=O)C1CCN(S(=O)(=O)c2c(C)n(C)c(=O)n(C)c2=O)CC1	1	14	-9	-2	-0.2	-11	-2	0	5

Full records, quoted from the list. Values in the order: TAAR1 ag, M1 PAM parental, M1 antag, M1 ag, CHO-K1 Ca ag, TAAR1 antag, CHO-K1 Ca antag, M1 PAM, CHO parental Ca
`Nc1ncn([C@H]2C[C@H](O)[C@@H](CO)O2)c(=O)n1` is entered as 1, -1, -14, -2, -0.1, -3, 8, 0, -1
`O=C(NC1CCCC1)C(c1ccncc1)N(Cc1ccco1)C(=O)c1ccc(-c2ccccc2)[nH]1` (stereo unspecified) is entered as 4, -2, -2, -1, 0.2, -9, -10, 4, -28
`O=C(Nc1ccnn1C1CCN(Cc2ccc(F)cc2)CC1)C1CC1` is entered as 0, 8, -13, -4, 0.0, -17, 2, 10, /
`CCOc1cccc(CN2CCC(Oc3ccc(C(=O)N4CCCC4)cc3)CC2)c1` is entered as 0, 3, 49*, -5, 1.1, -22, -11, -23, -11
`COC(=O)C1CCN(S(=O)(=O)c2c(C)n(C)c(=O)n(C)c2=O)CC1` is entered as 1, 14, -9, -2, -0.2, -11, -2, 0, 5

Further records follow.
cpd	Molecule	TAAR1 ag	M1 PAM parental	M1 antag	M1 ag	CHO-K1 Ca ag	TAAR1 antag	CHO-K1 Ca antag	M1 PAM	CHO parental Ca
17	COC(=O)[C@@]1(Cc2ccccc2)C=C[C@@H](C)N1C(C)=O	0	5	0	-6	0.7	3	-5	9	5
18	Cc1oc(-c2cc(F)cc(F)c2)nc1CN1CCN(C(=O)c2ccco2)CC1	4	-11	-1	-3	1.1	-9	-6	3	-17
19	Nc1nonc1C(=O)NCCNS(=O)(=O)c1ccc(F)cc1	4	22	-11	-6	11	-3	-1	13	-1
20	CC(C)C1Nc2ccc(C(=O)O)cc2C2C=CCC21 (stereo unspecified)	1	8	1	-4	-0.2	9	10	5	-4
21	COc1ccc(C(=O)NC2CCN(C(=O)NC3CCCCC3)CC2)cc1	4	11	-3	-3	0.7	2	-19	4	5
22	C[C@H](NC(N)=O)C(=O)Nc1ccc(N2CCOCC2)c(S(=O)(=O)Nc2ccc(Cl)cc2)c1	21	15	-3	-3	1.0	1	-19	5	-11
23	Cc1ccc(S(=O)(=O)N[C@@H](C)C(=O)OCC(=O)N2c3ccccc3NC(=O)C2(C)C)cc1	1	22	-7	-5	0.0	-2	-19	9	-22
24	Fc1ccccc1NC(=S)Nn1cnnc1	0	10	-10	-1	0.1	-18	3	15	15
25	Cc1ccc(C2=N/C(=C\c3cccnc3)C(=O)O2)cc1	3	1	10	-2	0.0	-11	-4	-7	7
26	COc1ccc(C)cc1NS(=O)(=O)c1ccccc1	1	-14	3	-1	-0.4	-12	5	4	/
27	Cc1ccoc1C(=O)Nc1ccc2ccccc2c1	3	-12	1	-7	-0.1	-5	-7	1	-23
28	CCCS(=O)(=O)N1CCC(C(=O)NCCCN(C)Cc2ccccc2)CC1	6	12	-9	-6	0.3	-11	1	11	-6
29	COc1ccc(CNC(=O)Oc2ccccc2)cc1Cl	8	14	3	-4	0.8	9	-12	3	-12
30	CN1CCN(S(=O)(=O)c2cccc(C#N)c2)C(c2ccccc2)C1 (stereo unspecified)	6	19	-9	-4	0.8	2	-18	5	/
31	O=C(CCCCCn1c(=O)[nH]c2ccsc2c1=O)NCc1cccs1	6	12	-9	-2	0.2	-15	-8	5	-18
32	Cc1nnc(-c2ccc(Cl)cc2)nc1NCCN(C)C	1	28	-9	-7	1.2	6	-12	9	0
33	CCc1ccccc1NC(=O)COC(=O)C1C2CC3OC(=O)C1C3C2 (stereo unspecified)	-1	-12	-4	-2	0.2	8	-14	6	2
34	CCC(/C=C1\Sc2ccc(OC)cc2N1CC)=C\c1sc2ccc(OC)cc2[n+]1CCCS(=O)(=O)[O-]	5	5	-8	-6	0.4	-9	-11	7	4
35	Cn1c(SCC(=O)Nc2ccc(F)cc2)nc2c(c1=O)SCC2	2	-6	-8	-1	6.5	-5	3	-3	-3
36	COc1cc(/C=C2\CCn3c2nc2cc(C(=O)O)ccc2c3=O)ccc1OC(F)F	0	4	-12	-6	0.9	-23	-10	9	-7
37	COc1ccccc1NC(=O)Cc1cccs1	1	19	-12	-5	-0.3	19	-6	-2	-8
38	CC(Sc1ccccc1)C(=O)NN=C1CCCCCCC1 (stereo unspecified)	5	13	1	-8	0.3	8	-8	6	-16
39	Cc1cccc(C)c1NC(=O)CCCSc1nnnn1C	11	6	11	1	0.5	-18	-2	3	-4
40	COc1ccccc1CCNC(=O)CSc1nc(-c2ccco2)cc(C(F)(F)F)n1	-1	15	5	-3	0.0	2	5	-1	-9
41	CO/N=C(/c1nonc1N)N1CCN(c2ccc([N+](=O)[O-])cc2)CC1	7	-5	-13	-3	0.7	27	17	4	-4
42	CN1CCN(S(=O)(=O)c2cccc(C(=O)Oc3ccc(Br)cc3F)c2)CC1	4	7	-14	1	3.1	-36	-12	10	0
43	CCOP(=O)(OCC)C(Nc1ccc(C)cc1)c1ccco1 (stereo unspecified)	2	20	-4	-4	-0.3	-4	-6	8	-9
44	COc1ccc(Cl)cc1NC(=O)CSc1sc2c(O)cc(=O)[nH]c2c1C#N	-2	9	-12	-4	1.0	-9	-9	12	3
45	O=C(CSc1nnc(-c2ccccc2)n1-c1ccc(Cl)cc1)NC1CCS(=O)(=O)C1 (stereo unspecified)	-1	-13	8	-7	-0.4	1	22	-6	-18
46	CCN1CCN(Cc2ccc(NC(=O)c3ccc(C)c(NC(=O)c4nccnc4N)c3)cc2C(F)(F)F)CC1	14	11	-12	-8	1.2	-16	-8	8	-14
47	O=C(NCCC(=O)N1CCc2ccccc21)c1ccco1	0	12	-19	-1	0.9	-13	-9	18	-15
48	O=C(c1ccc([N+](=O)[O-])cc1)N1CCN(C(=O)C2CCCCC2)CC1	2	9	23	-7	0.1	-21	3	-3	0
49	COc1cccc(NC(=O)COC(=O)c2ccccc2F)c1	3	24	-7	-5	1.0	14	-9	8	-1
50	O=C1C2C3CCCC3=C3CCCC3C2C(=O)N1c1ccccc1 (stereo unspecified)	2	13	-8	-4	0.1	-20	-4	3	-28
51	CCOC(=O)Cc1csc(NC(=S)NC(=O)c2ccccc2)n1	6	17	-6	-6	2.0	-5	-12	2	-3
52	CC(C)c1ccc(N(C(=O)C(F)(F)F)C(C(=O)NC2CCCCC2)c2ccncc2)cc1 (stereo unspecified)	5	18	-5	-6	0.0	-1	-5	10	-18
53	Cc1ccc(S(=O)(=O)N2CCN(C(=O)c3cc(=O)c4ccccc4o3)CC2)cc1	1	9	2	-8	4.8	-2	-11	4	-20
54	O=C(COc1ccccc1)Nc1nnc(-c2ccc(Cl)cc2)o1	-1	22	-4	-4	0.6	-18	-9	5	-2
55	COC(=O)/C=C/c1ccccc1S(=O)(=O)N(Cc1ccccc1)Cc1ccco1	0	16	-3	-6	0.8	24	-21	-5	-26
56	O=C(COC(=O)C1CC2CCCC(C1)C2=O)Nc1cccc(F)c1 (stereo unspecified)	-1	18	-11	0	2.9	-5	-24	6	-10
